# Polio RdRp inh = poliovirus RdRp elongation inhibitors, primary screen, biochemical, fluorescence polarization, total intensity; % elongation, % (compound at 16.7 µg/mL); poliovirus polymerase elongation; active compounds read low; actives 0.66% (n = 150,000); Genome polyprotein (Poliovirus type 1 (strain Mahoney)), P03300; in the data active means % elongation below about 90%; further: some results filed as inactive read as strong as hits
# Target sequence (P03300 1749-2209 limits assumed): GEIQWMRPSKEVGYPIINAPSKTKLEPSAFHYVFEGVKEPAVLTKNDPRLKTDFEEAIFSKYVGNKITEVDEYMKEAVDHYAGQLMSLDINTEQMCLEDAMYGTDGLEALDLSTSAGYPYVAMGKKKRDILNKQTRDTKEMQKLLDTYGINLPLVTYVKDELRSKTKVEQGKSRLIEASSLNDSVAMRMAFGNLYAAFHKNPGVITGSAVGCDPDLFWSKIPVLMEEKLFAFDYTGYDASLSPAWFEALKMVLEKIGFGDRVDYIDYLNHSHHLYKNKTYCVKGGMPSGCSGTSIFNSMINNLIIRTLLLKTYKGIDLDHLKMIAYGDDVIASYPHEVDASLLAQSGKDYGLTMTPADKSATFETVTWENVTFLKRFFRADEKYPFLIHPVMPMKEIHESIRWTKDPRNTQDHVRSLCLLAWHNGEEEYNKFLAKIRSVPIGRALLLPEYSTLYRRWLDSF
# Polio RdRp inh FP z-score = recorded beside Polio RdRp inh, whose call it bears; z-score; measured here: FP z-score; hits read low
# * = called active by the depositor.
SMILES,Polio RdRp inh,Polio RdRp inh FP z-score
CCOC(=O)c1c(C)oc(NC(=O)CSc2nc(Cc3ccccc3)c(C)[nH]2)c1C(=O)OCC,101.0,-0.1
COc1ccc(N(CC(=O)N2CCN(c3ccccc3)CC2)S(=O)(=O)c2c(C)nn(C)c2C)cc1,108.0,0.6
CCc1ccc2c(c1)=C(c1sc(N)nc1O)C(=O)N=2,103.0,0.3
CCOC(=O)N1CCC(NS(=O)(=O)c2csc(C(N)=O)c2)CC1,102.0,0.9
CCN(CC)c1ccc(C(=O)NCc2ccc3c(c2)CCN3C(C)=O)cc1,109.0,0.5
N#C/C(=C\c1cccs1)C(N)=O,118.0,4
CCCCn1c(=O)c2oc3ccccc3c2n(CC(=O)Nc2ccccc2OC)c1=O,108.0,0.2
O=C(O)c1cnc(-c2ccccc2)nc1-c1ccncc1,97.0,-1.3
CCc1ccc(C2NCCc3cc4c(cc32)OCCO4)cc1 (configuration not stated),97.0,-0.6
c1ccc(-c2nnc(NC3=NCCC3)o2)cc1,98.0,-0.8
CCOc1ccc(CNC(=O)c2ccc(-c3nc(CS(=O)(=O)c4ccccc4)c(C)o3)cc2)cc1,105.0,-0.4
N=C1C(c2ccccc2)=C(O)CN1c1ccc(S(=O)(=O)N2CCOCC2)cc1,96.0,-0.6

# Of the compounds above, two have a thiophene ring, fused or not.
SMILES,Polio RdRp inh,Polio RdRp inh FP z-score
CCOC(=O)N1CCC(NS(=O)(=O)c2csc(C(N)=O)c2)CC1,102.0,0.9
N#C/C(=C\c1cccs1)C(N)=O,118.0,4

# The results go on:
SMILES,Polio RdRp inh,Polio RdRp inh FP z-score
COC(=O)C1C(c2ccccc2)C(C(=O)OCc2ccccc2)C1c1ccccc1 (configuration not stated),112.0,0.8
CCOC(=O)c1sc(NC(=O)COc2ccccc2Cl)c(C(=O)OCC)c1C,101.0,-0.3
COc1cc(C(=O)NCc2nnnn2-c2ccc(C)c(C)c2)cc(OC)c1OC,110.0,0.3
CC(=O)Oc1ccc(-c2nc3cc(Cl)ccc3o2)cc1,104.0,0.8
CCCS(=O)(=O)N1CC(=O)N(c2cccc(Cl)c2C)C(C)(C(=O)NC2CCCC2)C1 (configuration not stated),104.0,-0.5
O=C1Cc2cc(C(=O)CSc3nnc(C4CC4)n3-c3ccccc3)ccc2N1,106.0,0.4
CCCN(CCC)CCNC(=O)c1ccc2c(c1)NC(=O)C(CS(=O)(=O)Cc1cccc(Br)c1)N2 (configuration not stated),110.0,0.3
O=C(Oc1cccc2cccnc12)c1cc(C(F)(F)F)cc(C(F)(F)F)c1,150.0,7.6
COc1ccc(NC(=O)c2coc(=O)c3ccccc23)cc1OC,108.0,1
Cc1cc(C(=O)Cn2cc(S(=O)(=O)N(C)C)ccc2=O)c(C)n1C1CCS(=O)(=O)C1 (configuration not stated),97.0,-1.2
CCN(CC)S(=O)(=O)c1cccc(-n2sc3ccccc3c2=O)c1,108.0,0.2
CCOc1ccc(NC(=O)c2c(C)oc3nc(C)nc(N4CCCC4)c23)cc1,110.0,0.3
COc1ccc2c(CNCCc3ccccc3OC)c(C(=O)O)n(C)c2c1,103.0,0.1
Cc1ccc(OC(=O)CSc2nnc(CNC(=O)c3ccccc3)o2)cc1,85.0,-3.8
COc1cc(OC)c(NC(=O)Cn2cnc3onc(-c4ccc(F)cc4)c3c2=O)cc1Cl,101.0,-0.2
CSc1ccccc1C(=O)NC1CC1,104.0,0.2
COc1ccc(NC(=O)CCSc2ccc3ccccc3n2)cc1,102.0,0.4
COc1ccc(-n2nc(C(=O)NCC(=O)N3CCOCC3)c3ccccc3c2=O)cc1,104.0,2
Cc1cc(Cl)ccc1N=C(N)NN,108.0,0.4
COc1cccc(C(N)=O)c1O,102.0,-0.3
Cc1cc(C)nc(NCC(O)COc2ccccc2C)n1 (configuration not stated),101.0,0.1
Cc1ccc(CCNC(=O)c2c3c(nc4ccccc24)C(=O)N(C2CCCCC2)C3)cc1,108.0,0.2
CC1CSC(N(C(=O)/C=C/c2cn(CCC#N)c3ccccc23)c2ccc(Cl)cc2)=N1 (configuration not stated),105.0,0.7
COc1ccc(Cc2nc3ccc(C(=O)NCCCN4CCN(C)CC4)cc3o2)cc1,109.0,0.4

# Single records (already shown).
# Cc1ccc(OC(=O)CSc2nnc(CNC(=O)c3ccccc3)o2)cc1 as listed: Polio RdRp inh: 85.0; Polio RdRp inh FP z-score: -3.8
# CC1CSC(N(C(=O)/C=C/c2cn(CCC#N)c3ccccc23)c2ccc(Cl)cc2)=N1 (configuration not stated) as listed: Polio RdRp inh: 105.0; Polio RdRp inh FP z-score: 0.7

# The listing continues.
SMILES,Polio RdRp inh,Polio RdRp inh FP z-score
CCOCCCNc1ncnc2onc(C)c12,110.0,0.5
CCc1ccc(-n2c(=O)c3cccnc3n2CC(=O)NCc2ccccc2)cc1,106.0,-0.1
COc1cccc(C(=O)Nc2nn3c(COc4ccccc4)nnc3s2)c1,103.0,0
Cn1c(=O)c(=O)n(C)c2cc(S(=O)(=O)N3CCSc4ccccc43)ccc21,100.0,-0.5
CCc1nnc2c(-n3nc(C)cc3C)nc3ccccc3n12,100.0,-0.1
Cc1[nH]c2ccccc2c1C(c1ccccc1)c1cccs1 (configuration not stated),104.0,-0.4
CC(N)(Cc1cccc(O)c1)C(=O)O (configuration not stated),106.0,0.5
O=C(C1CCCC1)N(CC1CCCO1)c1nc2ccccc2s1 (configuration not stated),99.0,-0.3
O=C(CSc1nc(=O)n(Cc2ccncc2)c2c1CCCC2)Nc1ccccc1,105.0,0.2
COc1ccccc1NC(=O)Cn1c(=O)n(Cc2nc(C)no2)c(=O)c2cc3c(cc21)OCO3,106.0,-0.5
O=C(CNC(=O)c1ccccc1Cl)OCc1cc(=O)n2ccsc2n1,110.0,0.7
CCCCS(=O)(=O)N1CCc2ccccc2C1,98.0,-1.8
Cc1cccc(NS(=O)(=O)c2ccc3c(c2)CCN3C(=O)C2CC2)c1C,109.0,0.1
O=C(COc1ccc2ccc(=O)oc2c1)c1ccccc1Cl,98.0,-1.6
CCN(CC)CCCn1c(SCc2nc3sc4c(c3c(=O)[nH]2)CCC4)nc2ccccc2c1=O,120.0,3
Cc1ccc2oc(=O)n(CCCOc3ccc(Cl)cc3)c2c1,98.0,-1.2
CC(C(=O)Nc1ccc(S(=O)(=O)N2CCCC2)cc1)N(C)Cc1ccc(F)cc1 (configuration not stated),108.0,0.4
CCOC(=O)N1CCN(C(=O)c2ccc3c(=O)n(CCc4ccccc4)c(=O)[nH]c3c2)CC1,101.0,0.1
CCCCCCn1c(=S)[nH]c2ccccc2c1=O,104.0,0.2
CCOP(=S)(NC(C)(C)C)OCC,99.0,-0.4
COc1ccc(CC(=O)c2ccc(OC)cc2O)cc1,102.0,0.1
O=C(Nc1cccc(F)c1)Nc1ccon1,106.0,1.8
O=C(c1ccco1)N1CCN(Cc2nc3ccccc3[nH]2)CC1,104.0,0.2
C=CCNC(=O)c1cc2sccc2n1Cc1ccccc1,101.0,0.1
Cc1oc2ncnc(N3CCCCC3)c2c1C(=O)N1CCN(c2cccc(C(F)(F)F)c2)CC1,102.0,-0.8
CSc1nc(N)c(C#N)c(Cc2ccccc2)c1C#N,110.0,0.9
Cc1nn(-c2ccc(N3CCCC3)nn2)c(C)c1CCC(=O)NCc1ccc(F)cc1,111.0,0.9
COc1cccc2cc(-c3nc4sc(C(=O)Nc5ccc(F)cc5F)c(C)c4c(=O)[nH]3)c(=O)oc12,102.0,0
CC(Sc1nnc(C(F)(F)F)n1N)C(=O)N(C)C1CCCCC1 (configuration not stated),101.0,-0.3
N#Cc1ccc(COC(=O)CC2Oc3ccccc3NC2=O)cc1 (configuration not stated),103.0,0
CC1(C)CC2=NN(c3ccccc3)P(=O)(N3CCCCC3)C2=C(N2CCOCC2)C1 (configuration not stated),108.0,0.6
COc1cccc(C2N(c3ccccc3)C(=O)N3CCCN23)c1 (configuration not stated),101.0,-0.5
Cn1ccc2c(OCC(N)=O)cccc2c1=O,103.0,0.4
Cc1oc2ncn3nc(-c4ccncc4)nc3c2c1C,102.0,0.7
CC(C)N(C(=O)CSCc1ccc(Cl)cc1)c1ccccc1,102.0,0.3
CCOC(=O)C1CCN(/C(C)=C\C(=O)C(F)(F)F)CC1,103.0,0
CC1CCCCN1S(=O)(=O)c1ccc(C(=O)Nc2cccc(-c3nc4ccccc4[nH]3)c2)cc1 (configuration not stated),100.0,-0.4
CCN(CC)c1ccc(C(=O)NCCO)cc1,104.0,0.9
Cc1cc(Nc2cnn(-c3nc4ccccc4o3)c(=O)c2Cl)ccc1Br,103.0,0.4
COC(=O)c1sc(N2C(=O)c3oc4ccc(C)cc4c(=O)c3C2c2ccc(OC)cc2)nc1C (configuration not stated),102.0,-0.5
Cc1ccc(-n2c(SC3CCCC3=O)nnc2-c2ccncc2)cc1C (configuration not stated),101.0,-0.5
COC(=O)c1c(C)sc(-c2c(-c3cccc(Cl)c3)[nH]c3c2c(=O)[nH]c(=O)n3C)c1O,130.0,1.8
CC(=O)N1CC(C(=O)O)Oc2ccc(Cl)cc21 (configuration not stated),100.0,-0.8
CS(=O)(=O)c1sc(C#N)c2c1C(=O)CCC2,104.0,0.4
Cc1ccc(Cc2nc3ccccc3nc2SCC(=O)Nc2cccc(C(F)(F)F)c2)cc1,107.0,0.3
CNC(=O)CSc1nnc(-c2ccc(C(C)(C)C)cc2)n1-c1ccccc1,101.0,-0.3
CCN(CC)c1ccc(NC(=O)CSc2nc(C)cc(=O)[nH]2)cc1,102.0,0.7
CCCn1c(O)c(N=O)c2ccccc21,103.0,0.2

# Six compounds out of the list, ordered by SMILES length, largest number first:
SMILES,Polio RdRp inh,Polio RdRp inh FP z-score
CC1CCCCN1S(=O)(=O)c1ccc(C(=O)Nc2cccc(-c3nc4ccccc4[nH]3)c2)cc1 (configuration not stated),100.0,-0.4
Cc1ccc(Cc2nc3ccccc3nc2SCC(=O)Nc2cccc(C(F)(F)F)c2)cc1,107.0,0.3
Cc1cc(Nc2cnn(-c3nc4ccccc4o3)c(=O)c2Cl)ccc1Br,103.0,0.4
Cc1ccc(-n2c(SC3CCCC3=O)nnc2-c2ccncc2)cc1C (configuration not stated),101.0,-0.5
CCN(CC)c1ccc(C(=O)NCCO)cc1,104.0,0.9
CCCn1c(O)c(N=O)c2ccccc21,103.0,0.2

# Continuation.
SMILES,Polio RdRp inh,Polio RdRp inh FP z-score
Cc1sc2nc(C3(C#N)Cc4ccccc4N4CCCC43)[nH]c(=O)c2c1C (configuration not stated),131.0,4
Cc1ccc(Oc2ncccc2NC(=O)CC(CC(=O)O)c2ccccc2)c2c1CCC2 (configuration not stated),103.0,-0.1
CCOC(Cn1c2ccccc2c2ccccc21)OCC,108.0,0.8
O=C1/C(=C/c2ccc(N3CCOCC3)cc2)CC/C1=C\c1ccc(N2CCOCC2)cc1,109.0,1.3
COc1ccc(N2CCN(C(=O)CCS(=O)(=O)c3cc4c(cc3Cl)NC(=O)CO4)CC2)cc1,101.0,-1.1
CCOC(=O)N1CCN(CC(=O)Nc2cc(C)nn2-c2nc3ccccc3s2)CC1,102.0,-0.1
Nc1c(C(=O)Nc2ccc(OC(F)(F)F)cc2)sc2nc3c(cc12)N1CCC3CC1,106.0,0.5
O=C(C1CCCN(S(=O)(=O)c2ccc(Br)s2)C1)N1CCN(c2ccc(F)cc2)CC1 (configuration not stated),110.0,0.6
Oc1cccc(N=Cc2ccc(N3CCOCC3)cc2)c1,101.0,-0.3
CN1CCCN(C(=O)C2CCCO2)CC1 (configuration not stated),100.0,-0.9
CCCCN(C)C(=O)c1noc2c1CCCCC2,101.0,-0.2
Cc1ccc2c(c1)C1CN(C)CCC1N2Sc1ccc(Cl)cc1 (configuration not stated),105.0,0.5
CCN(CC)Cn1c(=S)oc2ccccc21,102.0,0
O=C(NCc1ccc2c(c1)OCO2)C12CC3CC(CC(C3)C1)C2,103.0,0
CSc1ccc(OCOc2ccc(SC)cc2)cc1,109.0,0.6
Cc1ccc(OCC(=O)NCC2(N3CCN(C)CC3)CCCCC2)cc1C,114.0,1.7
C=CCn1cc(/C=C2/SC(=O)N(CC(=O)OC)C2=O)c2ccccc21,105.0,0.7
CC(C)=C(NC(=O)c1ccccc1)C(=O)NN=C1CCN(Cc2ccccc2)CC1,102.0,0.2
NS(=O)(=O)c1ccc(N2CCOCC2)c(C(=O)O)c1,102.0,0
CC(=O)c1ccc(N2CCN(C(=O)Nc3cccc(F)c3)CC2)cc1,110.0,-0.3
CCN(CC)CCOC(=O)c1ccc(NC(=O)c2cc3c(s2)-c2ccccc2OC3)cc1,104.0,-0.3
Cn1c(SCc2cccnc2)ncc(C(=O)Nc2ccc(F)cc2)c1=O,102.0,-0.1
c1ccc(N=C(c2cccs2)N2CCOCC2)cc1,101.0,-0.3
CC(=O)N1CCSc2cc(S(=O)(=O)NCc3ccccc3)ccc21,103.0,0.1
COc1cccc(NC(=O)C(=O)NCC(c2ccc3c(c2)OCO3)N2CCN(C)CC2)c1 (configuration not stated),94.0,-3.1
CCc1ccc(NC(=O)c2ccc3c(c2)nnn3CC)cc1,105.0,-0.4
Cc1ccc(C)n1Cc1ccc(C(=O)O)cc1,101.0,-0.1
Cc1ccc(-c2nc(SCC(=O)NCc3ccco3)c(-c3ccc(F)cc3)[nH]2)cc1,100.0,0
Cc1ccccc1-c1noc(-c2ccc(NCC3CCCO3)c([N+](=O)[O-])c2)n1 (configuration not stated),112.0,1
Cc1ccc(NC(=O)CC2SC(=NC(c3ccc(O)cc3)c3c(O)[nH]c(=O)[nH]c3=O)NC2=O)cc1 (configuration not stated),97.0,-2.6
O=C(COC(=O)C1CCN(S(=O)(=O)c2ccccc2)CC1)Nc1ccccc1C(=O)NC1CC1,107.0,0.7
CCN(C(=O)CSc1nnc(C)c(=O)[nH]1)C1CCCCC1,99.0,-0.2
CCCCNc1ncc2c(n1)CC(c1ccccc1)CC2=O (configuration not stated),102.0,0.8
Cc1ccc(-c2ccc(=O)n(CC(=O)Nc3ccc(F)c(Cl)c3)n2)cc1C,107.0,0.2
Cc1nn(C)c(C)c1NC(=O)COC(=O)c1n[nH]c(=O)c2ccccc12,103.0,0
COCCn1c(C)cc(O)c(C(c2ccccc2)N2CCN(C)CC2)c1=O (configuration not stated),105.0,-0.7
CCOC(=O)c1cc(-c2ccccc2)n(CC(=O)N2CCc3ccccc32)c1C,99.0,-1.1

# Screening results deposited in PubChem BioAssay by ICCB-Longwood Screening Facility, Harvard Medical School.

# Only part of the results is shown (hit frequency here may not be typical).
